Source: PubChem
NALP3 yeast inh: inhibitors of NALP3 inflammasome in yeast. Yeast reconstituted NLRP3/ASC/caspase-1, beta-gal luminescence, 24 h. inhibition, % at 10 µM. 0.39% of 330,000 active;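 active = inhibition of 50% or more; inactive = inhibition below 50%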;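 note: plate controls were induced DMSO wells for no effect and uninduced yeast grown without galactose for full effect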
mIAP block: blocks mouse intestinal alkaline phosphatase | AID 2806 | inhibition, % at 10 µM | purified mouse IAP, CDP-Star luminescence, 30 min | 0.2% of 330,000 active;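 active = inhibition of at least 40% at 10 µM in the primary screen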;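 note: plate controls were DMSO with enzyme for no effect and no enzyme wells for full effect; values of inactives mirror those of a sister screen read the other way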
mIAP activ: mouse IAP activation | activation factor at 10 µM | 0.24% of 330,000 active | muIAP, CDP-Star luminescence, 30 min; active compounds read high; 1 = vehicle-only enzyme signal, 0 = enzyme-free wells | AID 2805;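 active = activation factor of at least 2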; note: the source names both 10 and 20 µM as test concentration; values of inactives mirror those of a sister screen read the other way
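also added = chemiluminescent substrate CDP-Star | test system = mouse IAP enzyme | signal = chemiluminescence readout | compound = DMSO-dissolved test compounds | incubation = 30 min at room temperature | benchmarks = DMSO wells, no-enzyme wells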
beta cell repl: induces beta-cell replication in MIN6 cells | AID 2380 | proliferation, % at 10 µM | 0.29% of 330,000 active | MIN6 cells proliferation, ATPlite luminescence, 48 h; cells starved in 0.2% serum; 100% = growth in 10% serum;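 active = compounds whose signal lies at least 3.5 SD above the mean of all wells on their plate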;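 note: 0% = DMSO-treated cells in low-serum medium and 100% = 10% serum control; some compounds called inactive have numbers as strong as hits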
tim10-1 inh: growth inhibitors of tim10-1 mutant yeast. S. cerevisiae tim10-1 ts strain growth, BacTiter-Glo, 24 h. inhibition, % at 20 µM. 2.2% of 330,000 active;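 active = inhibition of at least 40%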;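 note: mutant grown at 25 °C; 0% = DMSO wells with yeast and 100% = wells holding no yeast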
hIAP inh: blocks human intestinal alkaline phosphatase. inhibition, % at 10 µM. purified IAP, CDP-Star luminescence, 30 min. 0.12% of 330,000 active. AID 2544;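 active = inhibition reaching a set limit with compound at 10 µM in the primary screen, cut at about 35% in these data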;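 note: plate controls were DMSO wells with enzyme for no effect and no-enzyme buffer wells for full effect; values of inactives mirror those of a sister screen read the other way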
Target sequence (P09923 whole entry, looked up): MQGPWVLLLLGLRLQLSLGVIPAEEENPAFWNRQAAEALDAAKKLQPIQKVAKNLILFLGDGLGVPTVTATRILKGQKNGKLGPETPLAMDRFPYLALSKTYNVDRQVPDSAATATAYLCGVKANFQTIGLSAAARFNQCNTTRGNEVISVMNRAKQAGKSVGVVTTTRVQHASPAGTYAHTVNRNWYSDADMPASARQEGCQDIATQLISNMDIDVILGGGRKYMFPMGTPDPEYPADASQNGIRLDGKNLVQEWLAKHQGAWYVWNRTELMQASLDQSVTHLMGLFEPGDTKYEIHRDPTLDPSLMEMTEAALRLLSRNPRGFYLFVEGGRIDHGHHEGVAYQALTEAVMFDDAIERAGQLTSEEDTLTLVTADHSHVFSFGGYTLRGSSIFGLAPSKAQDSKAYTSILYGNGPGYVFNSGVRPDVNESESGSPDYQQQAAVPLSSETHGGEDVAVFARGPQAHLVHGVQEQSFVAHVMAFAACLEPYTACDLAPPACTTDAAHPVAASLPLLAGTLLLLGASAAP
A3G deaminase: inhibitors of human APOBEC3G DNA deaminase; inhibition, % at 20 µM; Q9HC16; 0.28% of 330,000 active; recombinant A3G, ssDNA deamination FAM/TAMRA fluorescence;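 active = inhibition of at least 40% at 20 µM, with no more than 30% in the related APOBEC3A deaminase screen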;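 note: plate controls were DMSO wells with A3G for no effect and wells lacking A3G enzyme for full effect; some compounds called inactive have numbers as strong as hits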
A3A deaminase: blocks human APOBEC3A ssDNA deamination; recombinant A3A, FAM/TAMRA ssDNA deamination fluorescence; inhibition, % at 20 µM; 0.41% of 330,000 active; AID 493011;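 active = at least 40% inhibition at 20 µM here, with at most 30% in a related deaminase screen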;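 note: plate controls were A3A with DMSO for no effect and wells lacking A3A enzyme for full effect; some results filed as inactive read as strong as hits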
Target sequence (P31941 whole entry, looked up): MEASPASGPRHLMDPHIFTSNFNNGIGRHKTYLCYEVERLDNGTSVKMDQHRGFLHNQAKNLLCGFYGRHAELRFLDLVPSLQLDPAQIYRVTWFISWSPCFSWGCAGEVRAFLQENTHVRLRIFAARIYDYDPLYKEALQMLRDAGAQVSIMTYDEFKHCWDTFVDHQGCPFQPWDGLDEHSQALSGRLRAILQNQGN
TIM10 inh: inhibits growth of TIM10 yeast strain; S. cerevisiae TIM10 strain growth, BacTiter-Glo luminescence, 24 h; inhibition, % at 10 µM; 1.4% of 330,000 active; AID 463195;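 active = inhibition of 40% or more at the single tested concentration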;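 note: wild-type TIM10 isogenic control strain grown at permissive 25 °C; 0% = DMSO yeast wells and 100% = minimal medium wells without yeast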
Numbers without * were called inactive; · = no result given. Outcome played no part in choosing rows. About 4.6% of those tested had a hit in this group.

smiles	tim10-1 inh	TIM10 inh	hIAP inh	NALP3 yeast inh	A3G deaminase	beta cell repl	mIAP activ	mIAP block	A3A deaminase
Cc1ccnc(SCC(=O)N2CCN(C(c3ccccc3)c3ccccc3)CC2)n1	-8	-31	-2	0	-7	-4	1	0	0
O=C(NCCc1ccccc1)C1CCCN1S(=O)(=O)c1cccc2nsnc12 (stereo not drawn)	-1	5	8	5	0	0	1	-2	3
COc1cc(C(=O)O)cc(NC(=O)c2ccco2)c1OC	14	0	6	4	-3	0	1	0	0
O=C1N=C(N2CCN(c3ccccc3)CC2)S/C1=C\c1ccco1	30	-11	-19	33	1	-2	1	-1	3
Cc1nnc(NC(=O)CSc2nnc(-c3ccoc3C)n2CC(C)C)s1	14	-5	-4	14	3	-2	0.97	3	3
Cc1cc(C)n(-c2ccc(N3CCOCC3)nn2)n1	-2	-4	-6	5	-4	2	0.98	2	-14
CCn1c(=O)cc(OCC(=O)NC2CCCCC2)c2ccccc21	6	2	-6	7	-1	1	1.1	-10	0
COc1ccc(N=Cc2ccc[nH]2)cc1	-2	-5	20	7	-7	-1	0.97	3	-3
O=C(Oc1ccc(Cl)cc1N1C(=O)CCC1=O)c1ccco1	16	14	0	4	-10	-1	1.1	-9	-5
CCCCSc1nnc(C)c(=O)[nH]1	12	-8	16	12	-4	-1	1.1	-14	-5
COc1ccccc1C(NC(=O)C1CCCCC1)c1c(O)ccc2ccccc12 (stereo not drawn)	-5	-16	17	-3	-2	-1	1	-4	1
COc1ccc(C(=O)Cn2c3ccccc3n3nc(CCC(=O)O)c(=O)nc23)cc1OC	10	5	1	16	-7	2	0.92	8	0
COc1ccc(S(=O)(=O)N2CCN(C(=O)c3cccc(Cl)c3)CC2)cc1	56*	20	-2	16	-7	0	1	0	-8
O=C(CSc1nc2ccccc2c(=O)n1NC(=O)Cc1ccccc1)NCc1ccccc1Cl	16	17	-4	-3	-9	-2	0.94	6	-3
O=C(CN1CCN(C(=O)C2CCC2)CC1)Nc1ccc(F)cc1	0	1	-24	-7	-7	1	0.9	10	-4
CN(Cc1ccccc1)C1CCNCC1	-14	2	-22	8	-3	3	1	-3	-11
Nc1cc(=O)[nH]c(SCCSc2cc(Cl)ccc2Cl)n1	20	-3	-14	8	-8	-2	1	0	-6
Cc1cc(C)cc(C(=O)NCC(=O)NCCc2c[nH]c3ccccc23)c1	5	-9	-16	19	-6	-3	1	0	-3
O=C(Nc1cccc(S(=O)(=O)N2CCOCC2)c1)c1cccc(S(=O)(=O)N2CCCCC2)c1	11	2	0	0	-13	5	0.97	3	-2
Cc1cccc(C(=O)Nc2cc(S(=O)(=O)N3CCOCC3)ccc2N2CCCC2)c1	12	1	12	9	-4	-1	1	0	-3
Nc1nonc1-n1nnc(C(=O)N/N=C/c2cccc(F)c2)c1CN1CCCCCC1	5	1	-8	-4	-2	3	1.1	-13	-4
CCOc1c(OC)cccc1C1CC(=O)Nc2cc(OC)c(OC)cc21 (stereo not drawn)	-27	-1	8	9	-9	-1	1.1	-8	-2
CCc1ccc2c(c1)cc(CN(C(=S)Nc1ccccc1Cl)C1CC1)c1nnnn12	6	-3	4	10	-1	-1	1	0	3
CN(C)c1ccc(P(=O)(OCc2ccccc2)C(O)c2ccc(Br)cc2)cc1 (stereo not drawn)	25	28	22	11	-6	0	1	-1	-3
C/C(=N\NC(=O)CCn1nc(C)cc1C)C(C)(C)C	4	9	-14	13	0	0	0.97	3	1
C#CCN1C=C(C(=O)OCC)C(C)N(Cc2ccccc2I)S1(=O)=O (stereo not drawn)	0	-37	·	·	-1	·	1	-1	1
CCCCCCn1c(=O)c(-c2ccccc2)c(O)c2ccccc21	12	2	1	22	-6	2	0.98	2	-5
O=C(CSc1nc(-c2ccccc2)cs1)Nc1nccs1	10	-12	12	13	-2	-1	0.97	3	3
CC(OC(=O)c1ccc(Cl)c(S(=O)(=O)N2CCc3ccccc32)c1)C(=O)Nc1ncc(Cl)cc1Cl (stereo not drawn)	20	15	-17	5	-6	0	0.95	5	3
COc1cc(NC(=O)c2ccc(C)cc2C)ccc1NC(=O)c1cccs1	-12	-9	4	28	-11	-1	1	-4	-4
Cc1ccccc1NC(=O)Cc1nc(COC(=O)Cc2c(F)cccc2Cl)cs1	17	7	18	32	-9	-3	1	-4	-4
COc1cc(C(=O)N/N=C/c2ccc(OC(=O)c3cccc(C)c3)cc2)ccc1O	0	5	-16	22	-10	-6	0.93	7	-3
C#Cc1ccc([C@H]2C=C(C(=O)OCC=C)O[C@@H](OCC)[C@@H]2CCCO)cc1	10	4	2	12	13	1	1.1	-9	2
CN(C)c1ccc(/C=N/NC(=O)c2ccc(NC(=O)c3ccccc3)cc2)cc1	5	3	-7	-3	-7	-3	1	-3	-2
Cc1ccc(C(=O)N/C(=C\c2cn(C)c3ccccc23)C(=O)N2CCOCC2)cc1	20	13	-16	1	0	-2	1.1	-14	-2
CCCCNc1c(-c2ccc(SC(C)CC)cc2)nc2ccccn12 (stereo not drawn)	48*	45*	7	35	-4	-8	1.2	-16	-2
O=C(COC(=O)c1ccncc1)c1ccc(Cl)c(Cl)c1	14	4	3	-19	-4	0	0.91	9	-1
O=C(Nc1nc(-c2cccnc2)cs1)c1ccccc1[N+](=O)[O-]	-2	-33	-23	4	-7	0	1	-4	2
CC1=C2C(CCS2(=O)=O)CC2(C1)C(=O)OC(C)(C)OC2=O (stereo not drawn)	19	-14	4	-2	1	-2	0.94	6	6
COc1ccccc1-c1cc(C(=O)N2CCN(S(=O)(=O)c3ccc(C)cc3)CC2)[nH]n1	9	20	-20	0	-7	-2	2.3*	-128	-2
CCN(Cc1ccncc1)C(=O)c1cccc(S(=O)(=O)N2CCOCC2)c1	4	6	9	0	-1	0	1.1	-8	1
COc1ccc(N2CCC(CNS(=O)(=O)c3cccc(C(F)(F)F)c3)C2)cc1 (stereo not drawn)	18	20	-3	-2	6	-1	0.97	3	0
COc1ccc(NC2c3ccccc3C(=O)N2c2cccnc2)cc1 (stereo not drawn)	2	-2	0	0	4	-2	0.99	1	3
C=CCN1C(=O)CN=C1Nc1cccc(C)c1	10	15	20	-30	-7	0	0.98	2	-4
COc1nc(Nc2ccc(OC)c(Cl)c2)nc(OC)n1	11	7	2	29	-7	-3	0.99	1	1
Cc1cc(Nc2ccc(Cl)cc2)n2nnnc2n1	29	8	-11	20	9	-3	1	-3	-3
O=C1CCCN1C(=O)CSc1nnnn1-c1cccc(F)c1	9	-3	6	17	1	1	1.1	-8	5
Cc1cc(=O)[nH]c(SCC(=O)N2CCC(Cc3ccccc3)CC2)n1	9	-4	-22	-11	1	0	0.91	10	3
CS(=O)(=O)c1ccc(NC(=O)C2CC(=O)N(c3ccc4c(c3)OCCO4)C2)cc1 (stereo not drawn)	-15	-4	4	22	-4	10	1	-2	8
COc1cccc(N(C(=O)Cc2cccs2)C(C(=O)NC2CCCC2)c2ccncc2)c1 (stereo not drawn)	2	6	5	3	-9	-1	0.99	1	-3

(continued)
smiles	tim10-1 inh	TIM10 inh	hIAP inh	NALP3 yeast inh	A3G deaminase	beta cell repl	mIAP activ	mIAP block	A3A deaminase
Cc1ccc(OCCCC(=O)N2CCOCC2)cc1	7	-1	-10	10	0	-3	1	-4	-1
C=CCN(C(=O)CCC(=O)O)C1CC(=O)N(c2ccc(OC)cc2)C1=O (stereo not drawn)	5	2	8	-1	-6	-2	0.91	9	-4
O=C(CSCc1ccc([N+](=O)[O-])cc1)Nc1ccc(S(=O)(=O)N2CCCCCC2)cc1	30	25	-2	21	-4	0	0.9	10	3
COCCN1C(=O)N[C@@H](c2cccc(F)c2)C(C(=O)OC)=C1C	8	15	-2	7	-4	-4	0.96	4	-3
CCOC(=O)N1CCN(Cc2nc(-c3cccc(Cl)c3)no2)CC1	32	-24	-12	13	-4	-3	1.1	-8	-4
CCC(=O)Nc1ccc(SC#N)cc1C	17	10	-6	21	-7	-2	0.97	3	-2
CCOC(=O)c1c(C)[nH]c(C=Nc2ccccc2)c1O	-1	-1	0	6	3	0	0.94	6	0
COC(=O)COc1ccc2oc(=O)cc(-c3cc4ccccc4o3)c2c1	27	2	-27	11	-2	2	0.97	3	1
COc1ccc(Cc2nnc(SCC(=O)c3ccc(OC)cc3)o2)cc1	18	1	5	18	4	-2	1.1	-13	3
COc1ccc(CNC(=O)COc2ccc([N+](=O)[O-])cc2)cc1	1	-5	20	11	0	-2	1	0	0
CCCCN(C)C(=O)C1CCC(CNS(=O)(=O)c2ccc3c(c2)CC(C)N3C(C)=O)CC1 (stereo not drawn)	17	4	18	12	-9	-1	0.98	2	-4
COc1ccc(O)c(C2=Nc3ccccc3N=C(c3cccs3)C2)c1	18	9	-4	4	0	-2	0.88	12	1
C/C(Cn1cnc([N+](=O)[O-])n1)=N\NC(=O)c1ccc(O)cc1O	-1	2	7	11	-10	-4	0.92	8	-6
CC(C)CCCC(C)CCOC(=O)CN1CCCC1 (stereo not drawn)	5	6	12	11	-3	-1	0.92	8	0

Grouped by structure: the entries above containing an aryl thioether with sulfur outside any ring.
smiles	tim10-1 inh	TIM10 inh	hIAP inh	NALP3 yeast inh	A3G deaminase	beta cell repl	mIAP activ	mIAP block	A3A deaminase
Cc1ccnc(SCC(=O)N2CCN(C(c3ccccc3)c3ccccc3)CC2)n1	-8	-31	-2	0	-7	-4	1	0	0
Cc1nnc(NC(=O)CSc2nnc(-c3ccoc3C)n2CC(C)C)s1	14	-5	-4	14	3	-2	0.97	3	3
CCCCSc1nnc(C)c(=O)[nH]1	12	-8	16	12	-4	-1	1.1	-14	-5
O=C(CSc1nc2ccccc2c(=O)n1NC(=O)Cc1ccccc1)NCc1ccccc1Cl	16	17	-4	-3	-9	-2	0.94	6	-3
Nc1cc(=O)[nH]c(SCCSc2cc(Cl)ccc2Cl)n1	20	-3	-14	8	-8	-2	1	0	-6
O=C(CSc1nc(-c2ccccc2)cs1)Nc1nccs1	10	-12	12	13	-2	-1	0.97	3	3
CCCCNc1c(-c2ccc(SC(C)CC)cc2)nc2ccccn12 (stereo not drawn)	48*	45*	7	35	-4	-8	1.2	-16	-2
O=C1CCCN1C(=O)CSc1nnnn1-c1cccc(F)c1	9	-3	6	17	1	1	1.1	-8	5
Cc1cc(=O)[nH]c(SCC(=O)N2CCC(Cc3ccccc3)CC2)n1	9	-4	-22	-11	1	0	0.91	10	3
COc1ccc(Cc2nnc(SCC(=O)c3ccc(OC)cc3)o2)cc1	18	1	5	18	4	-2	1.1	-13	3
